Bioassay records: PubChem BioAssay, Emory University Molecular Libraries Screening Center
EP2 mod = EP2 receptor modulators, cAMP readout, primary screen, cell-based, HTRF cAMP, PGE2 stimulation. EP2-expressing cells, cAMP HTRF FRET, PGE2 co-stimulation. induction, % at 25 µM. 260,000 tested, 0.83% active. AID 940, 2007;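 active means compounds whose cAMP rise, as percent of the full-agonist control response, exceeds 60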;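 further: rat C6 glioma line stably carrying human EP2 under a CMV promoter; the protocol text gives 20 µM as final concentration; 100% = response of wells given 1 µM PGE2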
Target sequence (P43116 whole entry, looked up): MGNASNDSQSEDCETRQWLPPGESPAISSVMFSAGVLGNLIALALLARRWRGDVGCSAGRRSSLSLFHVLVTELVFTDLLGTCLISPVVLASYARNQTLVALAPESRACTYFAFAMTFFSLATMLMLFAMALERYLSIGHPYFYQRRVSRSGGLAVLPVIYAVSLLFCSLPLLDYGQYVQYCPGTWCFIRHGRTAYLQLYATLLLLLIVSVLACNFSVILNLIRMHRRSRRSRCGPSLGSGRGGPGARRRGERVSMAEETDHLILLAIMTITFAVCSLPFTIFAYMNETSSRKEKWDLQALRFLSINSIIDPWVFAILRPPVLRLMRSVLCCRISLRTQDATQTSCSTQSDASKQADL
* marks the source's active call; other numbers are inactive results. The list is partial (hit frequency here may not be typical).

mol	EP2 mod
Cn1ccnc1C1(O)CCN(C(=O)c2cccs2)CC1	0
CC(C)c1nc2ccccc2c2nn(CC(=O)Nc3cccc4ncccc34)c(=O)n12	-6
Cn1cnnc1Sc1nc2c(c(=O)n(C)c(=O)n2C)n1Cc1ccc(Cl)cc1	3
COCC(C)NC(=O)[C@H]1C[C@@H](c2ccco2)NS(=O)(=O)N1C (stereo partly specified)	-2
C=CC(=O)N1c2c(C)cccc2C(=C2SC(C(=O)OC)=C(C(=O)OC)S2)C(=S)C1(C)C	55
CN1c2ncccc2C(=O)NC12CCN(Cc1ccccc1)CC2	3
C=CCn1c(N2CCC(C(=O)NC(C)c3ccccc3)CC2)nc2ccccc21 (stereo unspecified)	-42
Cc1cc(N2CCC(C(=O)NC3CCCC3)CC2)nc(-c2ccccc2)n1	21
Cc1nc2c(c(=O)[nH]1)CCN(C(=O)Cn1c3ccccc3c3ccccc31)C2	17
C[C@H](Oc1ccc(Oc2cnc3ccc(Cl)cc3n2)cc1)C(=O)O	9
O=C(Nc1cccc(-n2cnnc2)c1)c1cc2c([nH]c1=O)CCCCC2	-32
FC(F)(F)c1ccc(-c2noc(CN3CCC(N4CCCCCC4)CC3)n2)cc1	-75
O=C(NCc1ccc2c(c1)OCO2)[C@H]1C=CCN1C(=O)NCc1ccccc1	-11
CCCn1nnnc1SCC(=O)Nc1nc(C(C)(C)C)cs1	-29
CCc1ccc2[nH]c(=O)c(C(c3nnnn3CC3CCCO3)N3CCCC(C)C3)cc2c1 (stereo unspecified)	-5
CC(C)[C@@H](Cn1nnc2ccccc21)NC(=O)c1ccn(C)n1	0
C[N+]1(Cc2ccccc2Br)CCOCC1	0
CCNC(=S)N(Cc1ccccc1)Cc1cc2ccc(C)c(C)c2[nH]c1=O	24
CCOc1ccccc1CN(C(=O)c1cc2sccc2n1C)C1CC(C)(C)NC(C)(C)C1	-22
O=C(COC(=O)c1ccccn1)Nc1nc(-c2ccccc2)cs1	-11
CC1(C)C2CCC(C2)C1(C)NC(=O)CNCc1ccco1 (stereo unspecified)	6
CCn1c(SCC(=O)Nc2ccccc2F)nnc1-c1ccoc1C	14
O=C(CCC1CCCC1)Nc1cccc(NC(=O)c2ccco2)c1	-47
O=C1O[C@@H](CO)[C@H](O)[C@@H](O)[C@@H]1O	18
Cc1cc(C)c2cc(CN(Cc3cccs3)C(c3nnnn3C(C)(C)C)C(C)C)c(=O)[nH]c2c1 (stereo unspecified)	61*
CCC(C)(C)NC(=O)C(c1ccncc1)N(C(=O)c1csnn1)c1ccc(C)cc1C (stereo unspecified)	23
CCC(=O)O[C@]1(C(=O)CCl)[C@@H](C)CC2C3CCC4=CC(=O)C=C[C@]4(C)[C@@]3(F)[C@@H](O)C[C@@]21C (stereo partly specified)	12
C=C(C)C1Cc2c(ccc(C(=O)O)c2O)O1 (stereo unspecified)	27
CCc1ccc(-n2c(SCC(=O)N(CC)CC)nnc2-c2ccccn2)cc1	-8
Nc1ccc(-c2nnn(CC(=O)N3CCCCC3)n2)cc1	-16
Cc1ccc(-c2cc(N)c(=O)n(CC(=O)NC(c3ccccc3)c3ccccc3)n2)o1	-30
Cc1cc2c(cc3c(=O)n(CC(N)=O)nc(C)n32)o1	-25
COc1cc2cc(C)c(SCC(=O)N3c4ccccc4CC3C)nc2cc1OC (stereo unspecified)	50
Cc1csc(NC(=O)CN2CCc3nc(N4CCCCC4)[nH]c(=O)c3C2)n1	-13
Cc1cc(CN2CCC(O)(c3ccccc3)C2)ccc1N1CCCC1 (stereo unspecified)	-60
CCc1ccc(-n2nnnc2SCC(=O)Nc2ccccc2N2CCOCC2)cc1	27
CC1CCCC(C)N1C(=O)Cn1c(SCC(=O)N(C)C)nc2ccccc21 (stereo unspecified)	-8
CS(=O)(=O)N1CCC(C(=O)NC2CC2)CC1	6
COc1ccc(-c2cc(C(F)(F)F)nc(SCC(=O)NC(C)(C)C)n2)cc1	-134
CCOc1ccccc1N(CC(=O)N1CCC(C(N)=O)CC1)S(=O)(=O)c1ccc(C)cc1	-12

Looked up one by one from the entries so far, 7 records:
mol	EP2 mod
Cc1cc(C)c2cc(CN(Cc3cccs3)C(c3nnnn3C(C)(C)C)C(C)C)c(=O)[nH]c2c1 (stereo unspecified)	61*
CCCn1nnnc1SCC(=O)Nc1nc(C(C)(C)C)cs1	-29
FC(F)(F)c1ccc(-c2noc(CN3CCC(N4CCCCCC4)CC3)n2)cc1	-75
CC(C)c1nc2ccccc2c2nn(CC(=O)Nc3cccc4ncccc34)c(=O)n12	-6
COCC(C)NC(=O)[C@H]1C[C@@H](c2ccco2)NS(=O)(=O)N1C (stereo partly specified)	-2
O=C(NCc1ccc2c(c1)OCO2)[C@H]1C=CCN1C(=O)NCc1ccccc1	-11
O=C(Nc1cccc(-n2cnnc2)c1)c1cc2c([nH]c1=O)CCCCC2	-32

Next structures:
mol	EP2 mod
COc1ccccc1CN(Cc1cc2c(C)ccc(C)c2[nH]c1=O)Cc1nnnn1C1CCCCC1	51
CCOC(=O)[C@@H](O)Cc1cnc2ccccc2n1	7
CCOc1ccc(NC(=O)CSc2nc(-c3ccco3)cc(C(F)(F)F)n2)cc1	-8
Cc1cccc(N2CCN(C(=O)CCn3nnc4ccccc43)CC2)c1C	-8
Cc1nc(C)n(C(C)CNC(=O)Cn2ccc3ccc(F)cc32)n1 (stereo unspecified)	-11
Cc1cc2c(s1)c1cnn(CC(=O)NC(C)C)c(=O)c1n2Cc1ccc(F)cc1	-19
O=C(O)CCCC(=O)N1N=C(c2ccc(Cl)cc2)CC1c1ccco1 (stereo unspecified)	-3
Cc1ncc(-c2ccncc2)c(C2CCCN(C(=O)c3cccc4ncccc34)C2)n1 (stereo unspecified)	-37
Cc1ccnc(NC(=O)CCC(=O)N(CC(=O)NC(C)(C)C)c2ccc(C)cc2C)c1	-10
C[N+]1(CCN=C=NC2CCCCC2)CCOCC1	16
C=CCSc1nc2c(c(=O)[nH]c(=O)n2C)n1CC(=C)C	0
Cc1ccc(C(C(=O)NC2CCCCC2)N(Cc2cccnc2)C(=O)Cc2c[nH]c3ccccc23)cc1 (stereo unspecified)	18
O=C(O)CCNCC(=O)O	15
COc1cc(S(=O)(=O)NCCN2CCCC2)ccc1-n1cnnn1	21
CC(C)n1nccc1C(=O)NCc1nc(-c2ccccc2Cl)no1	-63
CSc1ccccc1NC(=O)CSc1nc(-c2cccs2)cc(C(F)(F)F)n1	-43
CCCC(=O)Nc1nnc(-c2cccnc2)s1	-39
CCOCCCNc1c2c(nc3c(-c4cccs4)c(C)nn13)CCC2	-25
CCOc1ccc(-c2csc3ncn(C(C)C(=O)OC)c(=O)c23)cc1 (stereo unspecified)	-5
CCC1=C(C[C@H]2NCCc3ccccc32)C[C@H]2c3cc(OC)c(OC)cc3CCN2C1	22
Cn1ncc(Cl)c1C(=O)NC(=S)Nc1sc2c(c1C#N)CCCC2	-90
CCOc1ccc(C2C(C(=O)c3ccco3)=C(O)C(=O)N2CC2CCCO2)cc1 (stereo unspecified)	11
c1ccc(COc2ccccc2-c2nc3cnccn3c2NCC2CCCO2)nc1 (stereo unspecified)	-3
CCC(=O)N1CCN(c2ccc(NC(=O)c3ccc(OC(C)C)cc3)cc2)CC1	-16
CC(C)(C)C1(O)CC(C(F)(F)F)=NN1C(=O)c1ccncc1 (stereo unspecified)	5
Cc1cc2cc3c(cc2n2c(=O)n(Cc4ccccn4)nc12)OCO3	-8
Cc1nn(C)c(C)c1NS(=O)(=O)c1ccc2c(c1)NC(=O)C(C)(C)O2	-50
C=CCNC(=O)c1ccccc1NS(=O)(=O)c1cccs1	26
COC1CCCC(C(=O)N2CCC(Cn3nc(-c4ccco4)ccc3=O)CC2)C1 (stereo unspecified)	0
O=C1CCN(Cc2ccccc2)C(=S)N1	8
CCn1c(CNc2ccc(OC)cc2)nnc1SCC(=O)Nc1cccc(C)c1	-7
Cc1cccc(C(C)C)c1NC(=O)CN1C(=O)c2ccccc2S1(=O)=O	-22
Cn1c(COc2cccc3ccccc23)nnc1SCC(=O)Nc1ccccc1Cl	5
Nc1ccc(-c2ccc(Nc3cc(S(=O)(=O)O)c(N)c4c3C(=O)c3ccccc3C4=O)cc2)c(S(=O)(=O)O)c1	-3
COCCCNC(=S)N(Cc1ccco1)Cc1cc2ccc(OC)cc2[nH]c1=O	-46
O=C(NC1CCN(C(=O)NC2CCCCC2)CC1)c1ccc(F)cc1	-4
CC(=O)Nc1ccc(S(=O)(=O)N2CC=C[C@@H]2C(=O)NC2CC2)cc1	-43
COc1ccc(C(=O)Nc2ccc(NC(=O)c3ccco3)cc2)cc1OC	-82
Cc1cc2cc3c(cc2n2c(SCC(=O)Nc4nc(C(C)(C)C)cs4)nnc12)OCO3	-9
COc1cccc(OC)c1C(=O)Nc1ccc(NC(=O)c2ccco2)c(C)c1	4
COc1cc(OC)c(OC)cc1CNCCNC(=O)c1ccco1	-21
O=S(=O)(NCC1(c2ccccc2)CCOCC1)N1CCCC1	-5
COCc1nnc(NC(=O)CCCOc2ccc(C)cc2)s1	17
CCC(=O)Nc1ccc(NC(=O)c2ccccc2OC)nc1	-32
Cc1c(C)n(C(=O)CSc2nnnn2C)c2ccccc12	-13
O=C(Nc1sc2c(c1C(=O)NC1CCS(=O)(=O)C1)CCCC2)c1ccccc1 (stereo unspecified)	10
Cc1ccc2c(c1)-c1cc(C)nn1C(c1ccc(N3CCOCC3)cc1)N2 (stereo unspecified)	-12
Cc1nn(CCC(N)=O)c(=O)c2cc3sccc3n12	11
CCOC(=O)CSc1nnc2c(C)cc3cc(OC)c(OC)cc3n12	-1
CCC(=O)N(Cc1ccccc1)Cc1cc2cc(OC)ccc2[nH]c1=O	6

Next results
mol	EP2 mod
Cn1c(CN2CCOCC2)nnc1SCC(=O)Nc1cccc(Cl)c1Cl	-7
CC1CC(C)N(C(=O)c2cc(-c3ccccc3Cl)on2)C(C)C1 (stereo unspecified)	14
O=C(Nc1cccc(Cl)c1Cl)c1cccs1	-62
COc1ccccc1NC(=O)c1ccc2c(c1)N(CC(=O)N1CCCC1)C(=O)C(C)(C)O2	-24
O=C1NC(c2ccccc2Cl)C(C(=O)c2ccco2)=C1O (stereo unspecified)	12
O=C1C2=C(Nc3ncnn3C2c2ccccc2)c2ccccc21 (stereo unspecified)	-6
COc1cc(/C=C/c2nc(O)c([N+](=O)[O-])c(=O)[nH]2)ccc1OCc1ccc(F)cc1	-24
Cc1cc2cc(CN(CCO)C(=S)Nc3cccc(C)c3C)c(=O)[nH]c2cc1C	-79
COCCn1c(=N)c(C(=O)NCc2ccccc2)cc2c(=O)n3cc(C)ccc3nc21	-6
O=c1oc2ccc3ccccc3c2cc1-c1nnc(-c2cccc(F)c2)o1	24
Cc1nn(CC(=O)N2CCCCCC2)c(=O)c2cc3sccc3n12	-9
CC(C)CN1CCc2c(nc(N3CCC(C)CC3)[nH]c2=O)C1	-30
CCn1cc(C(=O)N2CCC3(CC2)Nc2ccccc2-n2cccc23)cn1	-25
Nc1cccc(NC(=O)CN2CCOCC2)c1	-2
CCc1ccc2[nH]c(=O)c(C(c3nnnn3C(C)(C)C)N3CCCCC3)cc2c1 (stereo unspecified)	10
Cc1cc2c(o1)c1cnn(CC(=O)N3CCCC3)c(=O)c1n2C	-27
COc1cc(CN2CCc3c(nc(N4CCC(C)CC4)[nH]c3=O)C2)cc(OC)c1	-29
NC(=O)C1CCN(C(=O)CSc2nccc(-c3ccc(Br)cc3)n2)CC1	-19
COc1ccc(-c2cc(C(F)(F)F)nc(SCC(=O)Nc3cccc(C(C)=O)c3)n2)cc1OC	-19
Cc1cc(C)c2[nH]c(=O)c(C(c3nnnn3C3CCCC3)N3CCCC3)cc2c1 (stereo unspecified)	-17
Cc1ccc(CN2C(=O)C(C)(C)Oc3ccc(C(=O)NC(C)(C)C)cc32)cc1	-16
COc1cccc(CC(=O)NC(C)c2nc(-c3cccnc3)n[nH]2)c1 (stereo unspecified)	-23
COCCNc1c(-c2ccc(N)cc2)nc2ccc(C)cn12	-55
CCN1C(=O)C(c2ccc(F)cc2)C2(CCN(CC(=O)N3CCCCC3)CC2)C1=O (stereo unspecified)	-25
CCn1c2cc(C)oc2c2cnn(CC(=O)NC3CCCC3)c(=O)c21	-39
Cc1ccc(C)c2nc(SCC(=O)c3ccc4c(c3)OCCO4)c(C#N)cc12	-20
Cc1cc(C)c2[nH]c(=O)c(C(c3nnnn3C(C)(C)C)N(Cc3ccccc3)Cc3ccco3)cc2c1 (stereo unspecified)	17
COc1ccccc1NC(=O)N1CCC(NC(=O)c2cccc(C)c2)CC1	-57
CCOC(=O)c1cc2sc(C)cc2n1C(C)C	54
COc1cc(OC)cc(C(=O)Nc2nccs2)c1	-46
COCCn1c(COc2ccc(Cl)cc2)nnc1SCC(=O)OC	-39
Cc1ccsc1CN(CCCN1CCOCC1)Cc1ccc2ccccc2n1	-33
Cc1cc(C)c2cc(C#N)c(SCC(=O)Nc3nc(C)c(C)s3)nc2c1	10
CCC(=O)N(Cc1ccccc1)Cc1cc2cc(OC)c(OC)cc2[nH]c1=O	-23
CC(C)C(c1nnnn1CCc1ccccc1)N1CCN(Cc2ccc3c(c2)OCO3)CC1 (stereo unspecified)	8
Cc1nc2sc3c(c2c2nnc(SCC(=O)N4CCCCC4C)n12)CCC(C)C3 (stereo unspecified)	55
O=C(CCn1cnc2ccccc21)NC1(c2ccc(F)cc2)CCCC1	-8
